S1P4 antag: S1P4 receptor antagonists, primary screen, cell-based; Sphingosine 1-phosphate receptor 4 (Homo sapiens), O95977; S1P4-expressing cells, antagonist mode, reporter read-out; inhibition, % at 4.98 µM; actives 0.26% (n = 220,000); in the data active means inhibition above about 29%;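 further: 0% = wells stimulated with agonist and 100% = vehicle wells without agonist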
EP2 mod: EP2 receptor modulators, cAMP readout, primary screen, cell-based, HTRF cAMP, PGE2 stimulation; EP2-expressing cells, cAMP HTRF FRET, PGE2 co-stimulation; induction, % at 25 µM; actives 0.83% (n = 260,000);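 active means compounds whose cAMP rise, as percent of the full-agonist control response, exceeds 60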;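 further: rat C6 glioma line stably carrying human EP2 under a CMV promoter; the protocol text gives 20 µM as final concentration; 100% = response of wells given 1 µM PGE2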
S1P4 ag: S1P4 receptor agonists, primary screen, cell-based | AID 1509, 2009 | S1P4-expressing cell line, agonist reporter assay | actives 0.35% (n = 220,000) | activation, % at 4.98 µM | Sphingosine 1-phosphate receptor 4 (Homo sapiens), O95977; in the data active means activation above about 11%;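 further: 0% = DMSO vehicle and 100% = reference agonist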
EP2 antag: human EP2 receptor antagonists, primary screen, TR-FRET cAMP, C6 glioma cells. Prostaglandin E2 receptor EP2 subtype (Homo sapiens), P43116. C6 glioma cells expressing human EP2; cells stimulated with saturating PGE2. inhibition, % at 25 µM. actives 0.52% (n = 260,000);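 active means percent inhibition above 40 after rounding to a whole number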;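 further: rat C6 glioma host cells with rolipram phosphodiesterase inhibitor present; the protocol text gives 20 µM as final concentration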
p97 inhibitor: inhibitors of human p97 ATPase, primary screen, biochemical | Transitional endoplasmic reticulum ATPase (Homo sapiens), P55072 | recombinant p97 ATPase, Kinase-Glo ATP luminescence, 3 h | inhibition, % at 8 µM | actives 0.42% (n = 220,000) | AID 1481, 2009; in the data active means inhibition above about 15%;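 further: 0% = DMSO vehicle and 100% = wells lacking enzyme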
Target sequence (P55072 whole entry, looked up): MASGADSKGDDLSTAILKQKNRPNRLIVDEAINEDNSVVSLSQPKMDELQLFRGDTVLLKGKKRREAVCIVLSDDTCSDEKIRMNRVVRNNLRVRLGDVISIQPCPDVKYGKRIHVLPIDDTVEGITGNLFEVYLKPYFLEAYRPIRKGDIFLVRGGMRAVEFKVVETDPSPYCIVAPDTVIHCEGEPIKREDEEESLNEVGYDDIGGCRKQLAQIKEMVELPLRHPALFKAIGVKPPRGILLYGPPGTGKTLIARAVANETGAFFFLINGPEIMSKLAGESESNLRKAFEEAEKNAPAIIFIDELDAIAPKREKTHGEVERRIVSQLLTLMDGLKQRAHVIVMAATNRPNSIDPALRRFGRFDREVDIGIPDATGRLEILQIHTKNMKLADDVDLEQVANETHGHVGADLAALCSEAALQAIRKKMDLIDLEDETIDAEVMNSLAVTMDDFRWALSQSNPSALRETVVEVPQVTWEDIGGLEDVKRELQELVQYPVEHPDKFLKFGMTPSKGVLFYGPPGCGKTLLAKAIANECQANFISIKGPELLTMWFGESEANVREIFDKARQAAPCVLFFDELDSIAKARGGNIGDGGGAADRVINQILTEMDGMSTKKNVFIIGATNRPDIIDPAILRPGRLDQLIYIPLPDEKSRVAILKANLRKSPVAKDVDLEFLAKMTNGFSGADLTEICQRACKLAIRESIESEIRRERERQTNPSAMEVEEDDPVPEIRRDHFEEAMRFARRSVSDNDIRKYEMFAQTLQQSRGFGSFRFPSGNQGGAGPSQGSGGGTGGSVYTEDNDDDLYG
NPY-Y1 PAM-ag: NPY-Y1 receptor potentiators or agonists, primary screen, cell-based; activation, % at 3.6 µM; NPY-Y1 expressing cells, potentiator/agonist activation; actives 0.37% (n = 220,000); Neuropeptide Y receptor type 1 (Homo sapiens), P25929; in the data active means activation above about 33%, passing the limit was not always enough;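 further: cells stimulated with NPY at EC10 then isoproterenol at EC100; 0% = low agonist plus stimulus and 100% = saturating agonist plus stimulus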
eIF4E 4G PPI: eIF4E–eIF4G protein interaction inhibitors, primary screen, biochemical, uHTS, TR-FRET, eIF4GI fragment. TR-FRET eIF4E-eIF4GI(517-606) binding, 2 h. inhibition, % at 21.7 µM. Eukaryotic translation initiation factor 4E (Mus musculus) + Eukaryotic translation …. actives 0.37% (n = 220,000);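 active means inhibition above about 30%, limit read from the data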;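 further: 0% = full FRET control wells and 100% = background wells lacking eIF4GI fragment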
NPY Y1 blocker: NPY-Y1 receptor antagonists, primary screen, cell-based. inhibition, % at 3.6 µM. Neuropeptide Y receptor type 1 (Homo sapiens), P25929. actives 1% (n = 200,000). AID 1040, 2008. HEK293-CNG Y1 cells, membrane potential fluorescence; NPY at EC95, then isoproterenol;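 active means inhibition above the campaign mean inhibition of all tested compounds plus 3 SD, cut at about 20% in these data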;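 further: 0% = DMSO wells given NPY plus isoproterenol and 100% = isoproterenol alone without NPY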
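System: HEK293 cells with Y1 receptor plus CNG channel / Probe or stimulus: NPY 25 nM then isoproterenol 1 µM plus Ro 20-1724 25 µM / Compound: one concentration, 3.6 µM, in 0.4% DMSO / Schedule: compound incubation 1 h at room temperature, readout 45 min post-stimulation / Measured by: membrane potential fluorescence / Read-out: % inhibition of NPY effect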
NPY2 pot ag: NPY-Y2 potentiators or agonists, primary screen, cell-based; AID 1359, 2008; cells expressing NPY-Y2, potentiator/agonist read-out; activation, % at 3.6 µM; Neuropeptide Y receptor type 2 (Homo sapiens), P49146; actives 0.45% (n = 220,000); in the data active means activation above about 27%;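 further: cells stimulated with NPY near EC25 plus isoproterenol at EC100; 0% = vehicle plus submaximal agonist and 100% = vehicle plus saturating agonist; some results beyond the cut were filed as inactive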
Numbers without * were called inactive; . = no result given; [ ] = remark or other dose.

mol	S1P4 antag	EP2 mod	S1P4 ag	EP2 antag	p97 inhibitor	NPY-Y1 PAM-ag	eIF4E 4G PPI	NPY Y1 blocker	NPY2 pot ag
CCn1ncc(Br)c1C(=O)Nc1cc(C)cc(C)c1	-2	51	1.4	3	1	-13	15	10	0
CCOCCCn1c(=S)[nH]c2cc(C(=O)NCCCN(CC)CC)ccc2c1=O	-8	20	0.1	2	-1	-11	0	3	-11
COc1cc(C(=O)OCC(=O)NCCN2C(=O)CSC2=O)ccc1OCc1c(C)noc1C	4	4	0.9	3	-2	18	5	1	-9
CCn1c(N2CCN(S(=O)(=O)c3ccc(Cl)cc3)CC2)nc2ccccc21	8	-106	-2.8	7	1	-17	2	4	-5
Cc1cc(=O)c2cc(Br)ccc2[nH]1	9	7	-3.6	4	0	0	0	1	7
CC(C)c1ccc(CNC(=O)C(=O)Nc2nccs2)cc1	-14	0	0.4	8	3	-15	0	2	5
Nn1c(SCc2ccccc2)nnc1-c1ccccn1	-11	-12	-0.5	5	2	26	-5	3	4
CC(=O)Nc1sc(N/N=C/c2ccccc2F)nc1-c1ccc(C)cc1	12	14	0.1	7	6	26	2	.	20
Cc1ccccc1CN1CCN(CC(=O)NCCCN2CCN(c3ccc(F)cc3)CC2)C1=O	-16	1	1.0	5	2	-7	2	0	18
CCN(CC)C(=O)CSc1nnc2cc(C)c3ccccc3n12	-22	-1	1.4	8	-4	-5	-2	7	-11
CSc1ncccc1C(=O)Nc1nc2ccc(Oc3ccccc3)cc2s1	-6	-48	-1.1	6	2	-36	5[fluorescence artefact?]	4	7
c1ccc2c(SCc3cn4cccnc4n3)ncnc2c1	-8	1	1.0	14	1	-22	-2	4	-6
O=C(Nc1ccc2cn[nH]c2c1)c1ccccc1F	-8	-21	2.8	5	8	22	0	-1	3
CSC1=NC(C)(C)C=C(/C=C/c2c(Cl)cccc2Cl)N1	11	25	1.0	7	0	-3	-1	11	-6
Cc1ccc(CNC(=O)CCS(=O)(=O)c2cc(Br)cc3c2N(C(=O)C2CC2)CC3)o1	-8	-2	-1.2	16	-1	-2	0	1	3
Cc1ccc(NC(=O)CSc2ccccc2NC(=O)c2cccc(Cl)c2)cc1Cl	0	7	1.1	12	3	-8	-2	-3	-9
COC(=O)c1c(-c2cccs2)csc1NC(=O)CN1CCOCC1	-2	27	-1.7	12	-5	0	-2	1	-11
c1ccc2c(c1)Cn1nnnc1-2	-4	17	-1.9	4	1	4	1	0	4
Cc1cc(-c2nnc(CSc3nnc(NC(=O)c4ccc(C(C)(C)C)cc4)s3)o2)ccc1[N+](=O)[O-]	-4	13	0.8	5	5	6	-3	.	17
CCCCc1cc(=O)oc2cc(OCC(=O)N3CCc4ccccc43)ccc12	-6	5	-0.2	14	0	7	-3	6	-3
COc1ccc(Cc2noc(CN(C)CC3(N4CCOCC4)CCCCC3)n2)cc1OC	3	-40	-1.1	6	2	4	2	3	6
O=C(COC(=O)c1ccccc1Br)Nc1ccccc1F	-11	-12	2.1	2	2	2	-2	7	-1
COc1cccc(CNCc2ccccn2)c1OC	-5	0	0.1	12	2	20	0	0	-1
COc1ccc(-n2ncc3c(NCc4ccc5c(c4)OCO5)ncnc32)cc1	-5	11	-0.7	11	4	8	-11	-4	10
COC(=O)[C@@H](NC(=O)/C=C/c1ccc(OC)cc1)C(C)C	0	-21	-0.6	7	-2	10	1	5	-11
COc1ccc(S(=O)(=O)NC2CC(C)(C)NC(C)(C)C2)cc1C(C)C	-1	11	-3.0	10	7	5	-1	.	-17
Cc1cc(C)n2c(Nc3ccc4c(c3)OCCO4)c(-c3ccc(C)o3)nc2n1	0	0	-1.3	14	-3	-5	-2	5	-3
CCn1cc(C(=O)O)c(=O)c2cnc(N3CCN(C(=S)Nc4ccc(F)cc4)CC3)nc21	20	8	1.5	7	3	14	6	.	7
CC(C)(C)NC(=O)C1CCC(C)(C(=O)O)C1(C)C (stereo not given)	0	-1	-0.5	7	-2	-2	2	-5	7
O=C(COc1ccc(Cl)cc1)Nc1ncc([N+](=O)[O-])s1	2	-32	1.1	-3	-1	-1	3	4	40*
COc1ccc(-c2nc(CCl)cs2)cc1OC	-19	-50	1.4	10	-1	23	-4	-5	9
Cc1ccc(C)c(NC(=S)NCC(c2cccnc2)N2CCOCC2)c1 (stereo not given)	-21	26	-0.3	6	2	9	0	0	6
C=CCOc1ccc(CNC(C)(C)C)cc1OC	-6	19	-0.5	16	-8	-5	3	3	-8
Cc1cc(-c2ccco2)n(CC(=O)O)n1	6	20	0.8	-5	9	8	0	-3	5
COc1ccc(C(=O)Nc2cccc(OC)c2)cc1	-17	-13	-0.7	2	-5	-2	4	-1	9
CCN1CC(CN(C)Cc2cn(-c3ccc(C)cc3)nc2-c2cccc(C)c2)CC1=O (stereo not given)	-5	19	-1.2	5	0	-13	2	7	-13
COc1ccc(-c2cn[nH]c2N)cc1OC	-17	-4	2.1	1	1	12	-2	0	6
CC1=NNC(=O)C1CC(=O)N/N=C/c1sccc1C (stereo not given)	-3	12	0.4	3	5	-10	-3	.	-26
Nc1c(C(=O)N2CCOCC2)sc2nc(N3CCOCC3)c3c(c12)CCCC3	-1	42	0.6	8	1	12	-4	.	16
O=C(NC1CCCc2ccccc21)C(Cc1ccccc1)NS(=O)(=O)c1cccs1 (stereo not given)	-12	21	3.2	5	6	-26	14	8	-11
CCOc1cc(C(=O)Nc2ccc(F)cc2)cc(Br)c1OC	-17	-49	0.3	12	-1	-12	1[fluorescence artefact?]	12	-13
COc1ccccc1C1=NC(c2ccc(F)cc2)N=C1C (stereo not given)	-6	57	1.4	6	0	-3	-1	1	1
COc1ccc(S(=O)(=O)N2c3ccccc3OCC2C(C)(C)C)cc1 (stereo not given)	-16	62*	0.7	4	1	18	0	-3	2
CCc1c(O)nc(SCC(=O)Nc2ccccc2OC)[nH]c1=O	5	8	0.0	5	2	3	-5	2	-10
CN1C(=O)NC(NC(=O)c2ccncc2)(C(F)(F)F)C1=O (stereo not given)	-6	21	2.7	2	0	4	-1	0	10
O=C(Nc1ccc(OCC(=O)N2CCOCC2)cc1)Nc1cccc(Cl)c1	-5	-47	0.2	10	2	-9	-2	-2	-4
Cc1cc(C)cc(NC(=O)C(OC(=O)c2cccs2)c2ccccc2)c1 (stereo not given)	-13	25	-0.8	10	2	-25	0	3	10
Cc1ccc(O)c(C(=O)c2cnn(-c3ccc(S(=O)(=O)N4CCOCC4)cc3[N+](=O)[O-])c2)c1	-13	-29	1.1	10	5	-12	2	-8	-6

Taken from above:
`CC1=NNC(=O)C1CC(=O)N/N=C/c1sccc1C` (stereo not given) in EP2 mod is entered as 12
`Nc1c(C(=O)N2CCOCC2)sc2nc(N3CCOCC3)c3c(c12)CCCC3` in S1P4 ag is entered as 0.6
`Cc1cc(C)cc(NC(=O)C(OC(=O)c2cccs2)c2ccccc2)c1` (stereo not given) in EP2 antag is entered as 10

(cont.)
mol	S1P4 antag	EP2 mod	S1P4 ag	EP2 antag	p97 inhibitor	NPY-Y1 PAM-ag	eIF4E 4G PPI	NPY Y1 blocker	NPY2 pot ag
CC(C1CCN(Cc2nc(C3CC3)no2)CC1)N1CCOCC1 (stereo not given)	-8	-18	0.8	5	5	2	-5	2	4
Cc1cc(C)nc(NC(=O)c2cccc(Cl)c2)n1	-17	11	-0.3	-2	3	-8	0	-8	9
CCCCC#Cc1ccccc1CC(=O)Nc1ccccc1	3	27	1.5	5	3	-1	6	-3	6
Cc1cc(/C=C2\C(=N)N3N=C(C(C)C)SC3=NC2=O)c(C)n1-c1ccccc1	-18	-13	-1.0	0	2	21	1	3	1
COc1cccc(Nc2nnc(SCC(=O)N(CC(C)C)CC(C)C)s2)c1	-1	33	-1.6	11	-5	14	-1	-1	2
Cc1ccc(CN2CCN(CC(=O)NCCCN3CCN(c4ccc(F)cc4)CC3)C2=O)cc1	-7	-6	-0.6	8	-8	21	11[fluorescence artefact?]	-2	2
COc1cc2c(cc1NC(=O)COC(=O)/C=C/c1ccc([N+](=O)[O-])cc1)oc1ccccc12	-3	-11	0.8	2	15*	11	-5	.	2
COc1ccc(OC)c(C2=NOC(C(=O)NCc3ccco3)C2)c1 (stereo not given)	6	-2	1.6	8	3	-79	0	5	-7
CC(Sc1ncnc2ccccc12)C(=O)Nc1ccc2c(c1)OCO2 (stereo not given)	-6	-33	0.8	13	-2	-25	6[fluorescence artefact?]	3	-11
COc1cccc(N(CC(=O)Nc2cccc(N(C)S(C)(=O)=O)c2)S(C)(=O)=O)c1	0	-8	1.1	5	8	0	0	3	4
COCCNC(=O)/C(C#N)=C\c1ccc(CNC(=O)C(=O)Nc2ccc(C)c(C)c2)o1	-8	6	1.0	9	0	-9	3	0	-5

Some of the compounds tested; the hit share may differ from the screen's.
